# Screening data (PubChem BioAssay)
# hERG rescue: compounds protecting human hERG from proarrhythmic drug block. Q12809. CHO-hERG, FluxOR thallium flux, dofetilide IC70 present. activation (rescue from dofetilide block), less the hit threshold, % at 10 µM. 310,000 tested, 0.51% active. AID 1511;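 active = activation above the mean of controls blocked by dofetilide plus 5 SD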;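 also: thallium influx through hERG after potassium depolarization seen as dye fluorescence rise; in these data hits start at about 4.7%; inactives centre near -7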
# KCNK9 inh: human KCNK9 channel inhibition | Q9NPC2 | 310,000 tested, 1.2% active | HEK293 KCNK9, FluxOR thallium flux fluorescence; hits give low values | B-score at 10 µM;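 active = ratio B-score over 3 SD below the library mean, with starting fluorescence within 5 SD of its mean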;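 also: negative B-score means less thallium flux so channel inhibition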
# TRPC4 potent: allosterically enhances the mouse TRPC4 cation channel; Q9QUQ5; HEK293 TRPC4beta/mu-opioid, DAMGO EC20, Fluo-4 Ca2+ flux; hits give high values; B-score at 10 µM; 310,000 tested, 0.42% active; AID 2227;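 active = B-score of calcium response area above 5 SD of library B-scores, with initial fluorescence ratio within 5 SD of library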;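 also: B-score of integrated fluorescence ratio over time as area under calcium response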
# KCNQ1 inh: inhibitors of human KCNQ1 potassium channel | AID 2642 | CHO-K1 KCNQ1, FluxOR thallium flux fluorescence; hits give high values | P51787 | B-score at 10 µM | 310,000 tested, 1.3% active;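 active = compounds whose thallium flux B-score, printed positive for inhibition, exceeds three library SD while starting fluorescence stays within three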;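 also: channel opened by potassium depolarization with thallium stimulus after 20 min compound exposure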
# DYRK1A inh: blocks rat Dyrk1A kinase activity; ADP-Glo luminescence, NFATc1 peptide; inhibition, % at 12.5 µM; 310,000 tested, 0.43% active; AID 504441; in the data active = inhibition above about 50%;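 also: plate controls were vehicle with enzyme for no effect and no enzyme for full effect; many of its hits are not listed in these tables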
# KCNQ1 pot: potentiators or activators of human KCNQ1 potassium channel. P51787. CHO-K1 KCNQ1, thallium flux FluxOR fluorescence; hits give high values. B-score at 10 µM. 310,000 tested, 0.35% active. AID 2648;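 active = fluorescence ratio B-score, a plate-corrected score, at least three library SD, with initial intensity B-score within 5 SD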
#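 assay system = CHO-K1 cells stably expressing KCNQ1 | medium = assay buffer, equal DMSO in all wells | timing = 37 °C overnight plating, 90-min dark dye load, 20-min compound pretreatment | measured by = kinetic FluxOR thallium fluorescence, 10-s 1-Hz baseline, 110-s post-stimulus read | measure = fluorescence change relative to baseline, converted to B score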
# TRPC4 act: TRPC4 (mouse) channel activation | HEK293 TRPC4beta/mu-opioid, Fluo4 calcium fluorescence; hits give high values | B-score at 10 µM | 310,000 tested, 0.49% active | AID 2237;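 active = B-score above 5 SD of library B-scores, and initial fluorescence ratio not above library mean plus 5 SD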;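 also: positive B-score marks a calcium rise read as TRPC4 activation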
#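 Assay system: HEK293 cells stably co-expressing mouse TRPC4beta and mu-opioid receptor / Timing: Fluo4 dye loading 45 min at room temperature, 110 s recording / Signal: Fluo4 calcium-sensitive dye fluorescence, kinetic, 1 Hz baseline / Read-out: integrated baseline-normalised fluorescence ratio, converted to per-well B score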
# KCNK3 block: human KCNK3 channel inhibition, primary screen | B-score at 10 µM | O14649 | CHO-KCNK3 thallium flux, FluxOR fluorescence; hits give low values | AID 602410 | 340,000 tested, 0.84% active;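 active = B-score under library mean minus 4 SD, starting fluorescence ratio at most library mean plus 5 SD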;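 also: more negative B-score means stronger inhibition of thallium flux through KCNK3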
# TMEM16A inh: blocks the mouse calcium-activated chloride channel TMEM16A. 310,000 tested, 1.2% active. HEK293 TMEM16A/YFP iodide influx fluorescence, ionomycin. AID 588511. normalized B-score (activity score, 25-100; higher = stronger inhibition) at 10 µM. Q8BHY3;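 active = ratio plate-corrected score three or more library SD toward inhibition, starting fluorescence score within five deviations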;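 also: score derived from kinetic fluorescence span divided by baseline fluorescence per well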
# Target sequence (Q8BHY3 whole entry, looked up): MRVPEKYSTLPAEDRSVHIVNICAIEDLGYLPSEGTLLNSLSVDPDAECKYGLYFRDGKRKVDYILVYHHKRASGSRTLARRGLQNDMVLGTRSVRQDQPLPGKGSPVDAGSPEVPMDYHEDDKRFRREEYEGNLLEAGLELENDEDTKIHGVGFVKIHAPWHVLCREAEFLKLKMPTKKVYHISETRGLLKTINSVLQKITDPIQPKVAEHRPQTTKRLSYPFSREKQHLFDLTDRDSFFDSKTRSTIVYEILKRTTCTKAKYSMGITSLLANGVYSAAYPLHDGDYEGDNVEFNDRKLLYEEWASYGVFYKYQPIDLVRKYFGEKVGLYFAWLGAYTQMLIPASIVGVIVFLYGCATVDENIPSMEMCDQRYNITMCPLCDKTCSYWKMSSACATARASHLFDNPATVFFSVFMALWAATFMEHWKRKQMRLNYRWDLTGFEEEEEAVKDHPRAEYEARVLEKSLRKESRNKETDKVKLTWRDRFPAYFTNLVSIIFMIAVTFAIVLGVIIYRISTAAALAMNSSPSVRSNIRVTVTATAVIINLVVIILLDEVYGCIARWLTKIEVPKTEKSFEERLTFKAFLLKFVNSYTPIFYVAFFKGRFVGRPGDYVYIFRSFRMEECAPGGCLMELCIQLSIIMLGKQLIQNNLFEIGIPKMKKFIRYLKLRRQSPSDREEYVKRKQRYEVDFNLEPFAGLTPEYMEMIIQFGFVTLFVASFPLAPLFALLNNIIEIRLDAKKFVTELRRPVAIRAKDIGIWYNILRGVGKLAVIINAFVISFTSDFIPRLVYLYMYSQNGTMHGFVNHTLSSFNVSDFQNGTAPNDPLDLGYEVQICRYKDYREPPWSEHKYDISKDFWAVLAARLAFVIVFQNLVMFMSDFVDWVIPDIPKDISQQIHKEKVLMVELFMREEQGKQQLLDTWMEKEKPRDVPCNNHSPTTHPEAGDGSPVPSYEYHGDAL
# ANO1 activ: activators or potentiators of mouse TMEM16A chloride channel | Q8BHY3 | HEK293 TMEM16A/YFP-H148Q/I152L, iodide quench fluorescence; hits give low values | B-score at 10 µM | 340,000 tested, 0.3% active;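 active = fluorescence-ratio B-score plate-corrected deviation score at least 3 library SD below zero, with starting fluorescence score within 5 deviations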;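 also: channel opened by trigger with iodide after compound preincubation; score built on the fluorescence ratio of max minus min over baseline; more negative score means more quench and so TMEM16A activation or potentiation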
# HDAC3 inh: human HDAC3 inhibition; O15379; recombinant HDAC3, fluorogenic peptide/trypsin coupled, fluorescence; inhibition, % at 8.3 µM; 320,000 tested, 0.15% active; in the data active = inhibition above about 26%, passing the limit was not always enough; inconclusive = no clear call, values can overlap the other calls
# Active calls of the source: *; i = inactive; ? = inconclusive; · = no result given. This is a subset; rates above refer to the full screens.
canonical_smiles,hERG rescue,KCNK9 inh,TRPC4 potent,KCNQ1 inh,DYRK1A inh,KCNQ1 pot,TRPC4 act,KCNK3 block,TMEM16A inh,ANO1 activ,HDAC3 inh
Cc1cc(C(=O)OCC(=O)Nc2c(Cl)cccc2C(F)(F)F)c(C)o1,-8.2,i,i,i,-1.6,i,i,i,i,i,1.4
Cc1ccsc1C(=O)N[C@@H](C)c1nnc2ccccn12,-9.1,i,i,i,3.9,i,i,i,i,i,-4.8
COC(=O)c1ccc(CSc2nc3ccccc3c(=O)n2Cc2ccco2)o1,-10.9,-12.3*,i,i,-0.2,i,i,-11.5*,i,i,1.2
COc1ccc(C2=NOC(C(=O)Nc3cccnc3Cl)C2)cc1 (centres undefined),-3.3,i,i,i,-0.9,i,i,i,i,i,-1.7
CN(C)Cc1c(O)ccc2c3c(c(=O)oc12)CCCCC3,-8.6,i,i,i,7.1,i,i,i,i,i,-217.5
Cc1ccccc1NC(=O)C1C2CCCCC21 (centres undefined),-4.5,i,i,i,-2.4,i,i,i,i,i,-6.4
O=C(Nc1ccccc1Cl)c1ccn[nH]1,-1.2,i,i,i,9.8,i,i,i,i,i,1.7
CC1CCN(Cc2nnc(-c3cccc(Br)c3)o2)CC1,-8.0,i,i,i,-0.7,i,i,i,i,i,7.1
CCN(CC(=O)NCc1ccc(Cl)cc1)C(=O)c1ccc(C#N)cc1,-10.9,i,i,i,·,i,i,i,i,i,7.1
CCCn1c(CN2CCCCC2C)nc2c1c(=O)n(C)c(=O)n2C (centres undefined),-6.9,i,i,i,-2.8,i,i,i,i,i,-5.9
CCC(C)[C@H](NC(=O)[C@@H]1CSC2c3ccccc3C(=O)N21)C(=O)NC1CCCC1 (some centres undefined),-6.6,i,i,i,-1.2,i,i,i,i,i,2.9
COc1ccc(CCN=C(N)NS(=O)(=O)c2ccc(C)cc2)cc1OC,-2.9,i,i,i,-3.0,i,i,i,i,i,1.7
Cn1cnnc1SCC(=O)Nc1ccc(F)cc1,-2.1,i,i,i,-2.8,i,i,i,i,i,3.0
N/C(Cc1ccc([N+](=O)[O-])cc1)=N\OC(=O)c1ccccc1Br,-1.7,i,i,i,4.1,i,i,i,i,i,0.6
COc1cc2c(cc1OC)C(C(=O)N1CCN(c3ccccn3)CC1)C(c1cccs1)N(C)C2=O (centres undefined),-14.8,i,i,i,0.5,i,i,i,i,i,?
COc1ccccc1-c1nnc(SCC(=O)NCc2c(C)c(Cl)cc(C(C)C)c2O)o1,-6.3,i,i,i,1.4,i,i,i,i,i,7.4
O=C(CCC1CCCCC1)NCc1cccnc1,-6.3,i,i,i,1.4,i,i,i,i,i,2.6
CNc1cc([N+](=O)[O-])ccc1OCc1ccccc1,-5.4,i,i,i,9.1,i,i,i,i,i,2.8
Cc1[nH]ncc1N=Cc1ccc([N+](=O)[O-])cc1,-8.9,i,i,i,-7.4,i,i,i,i,i,2.1
CCOC(=O)c1nn(-c2ccc(Cl)cc2)c2nnc(Cc3ccc(C)cc3)c(=O)n12,-5.4,i,i,i,4.3,i,i,i,i,i,·
CNC(=S)N=Nc1c(O)[nH]c2ccccc12,-10.0,i,i,i,1.4,i,i,i,i,i,-4.3
CCC(C)NC(=O)Nc1ccc2c(c1)N(C)C(=O)c1ccccc1S2 (centres undefined),-8.9,i,i,i,6.4,i,i,i,i,i,4.1
COc1ccc2[nH]c(C)c(CCNC(=S)Nc3ccccc3OC)c2c1,-11.9,i,i,i,-3.9,i,i,i,i,i,6.1
CCOC(=O)CCCCC(=O)c1[nH]c(=O)[nH]c1CSc1nc(C)cc(C)n1,-8.4,i,i,i,0.0,i,i,i,i,i,6.8
CC1(C)CC(=O)c2cc3c(N)c(C(=O)NCc4ccccc4)sc3nc2C1,-7.0,i,i,i,0.4,i,i,i,i,i,2.2
Cc1occc1C(=O)N/N=C/c1ccc(Br)s1,-2.6,i,i,i,-3.1,i,i,i,i,i,1.5
COc1ccc(NC(=O)CSc2nnc(-c3cccs3)n2-c2ccccc2)cc1,-5.4,i,i,i,-0.9,i,i,i,i,i,-0.9
CC(C)(C)OC(=O)N1CCN(C(=O)c2[nH]cnc2C(=O)N[C@@H](Cc2ccccc2)C(=O)OCc2ccccc2)CC1,-15.5,i,i,i,-1.4,i,i,i,i,i,0.5
COc1cc(NC(=O)Cn2cnc3sc(C)c(S(=O)(=O)N4CCN(C)CC4)c3c2=O)cc(OC)c1OC,-8.2,i,i,i,·,i,i,·,i,·,-1.5
CN(C)/C=C1\N=C(c2cccs2)OC1=O,-8.6,i,i,i,28.8,i,i,i,i,i,9.3
COc1ccc2c(c1)[nH]c1c(=O)n(N)cnc12,-8.1,i,i,i,3.4,i,i,i,i,i,-1.5
Cc1cc2ncn(C(=O)c3ccc(F)cc3)c2cc1C,-10.9,i,i,i,-4.1,i,i,i,i,i,4.3
COc1ccc(CN(C(=O)c2cccs2)c2ccccc2)cc1,-7.4,i,i,i,·,i,i,i,i,i,1.1
CCN1CCN(c2ccc(S(=O)(=O)N3CCCCC3)cc2NC(=O)Cc2ccccc2F)CC1,-9.9,i,i,i,3.9,i,i,i,i,i,3.9
CCOC(=O)c1ccc(S(=O)(=O)Nc2ccc(N3CCOCC3)cc2)cc1,-9.7,i,i,i,8.6,i,i,i,i,i,3.6
O=C(C1=C[C@@H](c2coc3ccccc3c2=O)C[C@@H](OCCCCO)O1)N1CCOCC1,-10.9,i,i,i,5.7,i,i,i,i,i,-5.0
COc1ccc(Cc2nc3ccc(C(=O)N4C[C@@H](C)O[C@@H](C)C4)cc3o2)cc1OC,-9.2,i,i,i,4.8,i,i,i,i,i,-9.2
CCOc1ccccc1NC(=O)NC1(C(=O)N2CCOCC2)CCCCC1,-0.6,i,i,i,1.6,i,i,i,i,i,2.0
Nc1nnc(N2CCCCC2)s1,-5.1,i,i,i,-8.3,i,i,i,i,i,0.4
CCC(CC)C(=O)N1CCN(Cc2ccc3c(c2)OCO3)CC1,-3.6,i,i,i,-2.6,i,i,i,i,i,-3.9

# Record cards, as listed above. Order of values: hERG rescue, KCNK9 inh, TRPC4 potent, KCNQ1 inh, DYRK1A inh, KCNQ1 pot, TRPC4 act, KCNK3 block, TMEM16A inh, ANO1 activ, HDAC3 inh
# Nc1nnc(N2CCCCC2)s1 as listed: -5.1, i, i, i, -8.3, i, i, i, i, i, 0.4
# O=C(C1=C[C@@H](c2coc3ccccc3c2=O)C[C@@H](OCCCCO)O1)N1CCOCC1 as listed: -10.9, i, i, i, 5.7, i, i, i, i, i, -5.0

# Carrying on:
canonical_smiles,hERG rescue,KCNK9 inh,TRPC4 potent,KCNQ1 inh,DYRK1A inh,KCNQ1 pot,TRPC4 act,KCNK3 block,TMEM16A inh,ANO1 activ,HDAC3 inh
CCCCc1nc(NCCNC(=O)c2ccccc2)c(C#N)c2c1CSC(C)(C)C2,-30.2,i,i,i,-12.2,i,i,-10.1*,i,i,-9.6
COc1ccccc1Cn1[nH]nnc1=S,-7.4,i,i,i,-5.3,i,i,i,i,i,10.5
CC(NC(=O)c1cccs1)C(S)c1ccccc1 (centres undefined),-6.5,-6.59*,i,i,-5.0,i,i,i,i,i,-1.6
O=S(=O)(NCc1csc(-c2cccs2)n1)c1ccc(Cl)cc1,-12.1,i,i,i,-8.7,i,i,i,i,i,-3.2
O=C(COc1cccc(F)c1)N[C@@H](Cc1ccccc1)c1nc2ccccc2[nH]1,-1.2,i,i,i,4.1,i,i,i,i,i,4.3
COc1ccccc1NC(=O)COC(=O)c1ccccn1,-3.5,i,i,i,5.1,i,i,i,i,i,4.2
COc1cc2c(cc1OC)CN(C(=O)c1sccc1C)CC2,8.7*,i,i,i,-0.4,i,i,i,i,i,-6.6
CCOc1ccc(C(=O)NC(=S)Nc2ccc(N3CCC(C)CC3)cc2)cc1[N+](=O)[O-],-9.9,i,i,i,-0.9,i,i,i,·,i,·
O=C(CS(=O)(=O)c1c[nH]c2ccccc12)Nc1ccc(F)cc1,-10.1,i,i,i,-0.4,i,i,i,i,i,-0.8
CC(C)c1nc2ccc(NC(=O)C34CC5CC(CC(C5)C3)C4)cc2[nH]1,-4.4,i,i,i,-3.1,i,i,i,i,i,1.3
CC(=O)Nc1ccc(C(=O)NNC(=O)c2cccs2)cc1,-11.4,i,i,i,4.8,i,i,i,i,i,-3.2
COCCOC(=O)C1=C(C)NC(=O)NC1c1c(Cl)nc2c(C)cccn2c1=O (centres undefined),-2.8,i,i,i,·,i,i,·,i,·,-2.2
O=C(N/N=C/c1cccc([N+](=O)[O-])c1)C1CC(=O)N(c2ccc(Br)cc2)C1 (centres undefined),-7.6,i,i,i,-0.9,i,i,i,i,i,-5.8
C(=N\N1CCN(C2c3ccccc3-c3ccccc32)CC1)/c1cccs1,-7.4,i,i,i,-0.5,i,i,i,i,i,5.4
COc1ccc(/C=C/C(=O)N(Cc2ccccc2)c2ccccn2)cc1OC,-13.5,i,i,i,-2.5,i,i,i,i,i,7.1
Cc1ccc(SCC(=O)NC(C)(C)C)cc1,-15.4,i,i,i,-3.9,i,i,i,i,i,-0.8
Cc1nn(Cc2ccccc2)c(C)c1N,-8.6,i,i,i,5.8,i,i,i,i,i,-0.1
Cc1ccc(NC(=O)NN(C)c2c(Cl)c(Cl)nn2C)cc1,-6.5,i,i,i,-1.1,i,i,i,i,i,1.1
Cc1ccc(Cl)cc1N1CCN(C(=O)CCCn2c(=O)c3cccn3c3cccnc32)CC1,-8.5,i,i,6*,2.9,i,i,i,i,i,-0.1
NS(=O)(=O)c1ccc(CNC(=O)Cc2ccc(S(=O)(=O)N3CCOCC3)s2)cc1,-7.7,i,i,i,-2.8,i,i,i,i,i,·
COc1cc(NC(=O)CSCC(=O)Nc2cc(OC)cc(OC)c2)cc(OC)c1,-5.9,i,i,i,·,i,i,·,i,·,4.4
CCOC(=O)C1(Cc2ccccc2C(F)(F)F)CCN(C(C)COC)CC1 (centres undefined),-15.3,i,i,i,2.4,i,i,i,i,i,-5.1
CCOC(=O)/C=C/S(=O)(=O)c1ccc(NC(C)=O)cc1,-12.9,i,i,i,4.9,i,i,i,i,i,-4.2
CC1CCN(C(=O)c2ccc(Br)c(S(=O)(=O)N3CCOCC3)c2)CC1,-5.4,i,i,i,-2.3,i,i,i,i,i,-0.5
